ROC1-CUL1 inh – human ROC1-CUL1 E3 ligase inhibition | in vitro K48 di-Ub FRET, acceptor:donor ratio, 45 min | inhibition, % at 10 µM | 140,000 tested, 0.6% active; in the data active means inhibition above about 25%
Target sequence (P62877 whole entry, looked up): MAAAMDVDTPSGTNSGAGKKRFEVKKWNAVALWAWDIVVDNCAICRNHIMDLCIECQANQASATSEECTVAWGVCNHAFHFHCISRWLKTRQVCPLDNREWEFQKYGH
Target sequence (Q13616 whole entry, looked up): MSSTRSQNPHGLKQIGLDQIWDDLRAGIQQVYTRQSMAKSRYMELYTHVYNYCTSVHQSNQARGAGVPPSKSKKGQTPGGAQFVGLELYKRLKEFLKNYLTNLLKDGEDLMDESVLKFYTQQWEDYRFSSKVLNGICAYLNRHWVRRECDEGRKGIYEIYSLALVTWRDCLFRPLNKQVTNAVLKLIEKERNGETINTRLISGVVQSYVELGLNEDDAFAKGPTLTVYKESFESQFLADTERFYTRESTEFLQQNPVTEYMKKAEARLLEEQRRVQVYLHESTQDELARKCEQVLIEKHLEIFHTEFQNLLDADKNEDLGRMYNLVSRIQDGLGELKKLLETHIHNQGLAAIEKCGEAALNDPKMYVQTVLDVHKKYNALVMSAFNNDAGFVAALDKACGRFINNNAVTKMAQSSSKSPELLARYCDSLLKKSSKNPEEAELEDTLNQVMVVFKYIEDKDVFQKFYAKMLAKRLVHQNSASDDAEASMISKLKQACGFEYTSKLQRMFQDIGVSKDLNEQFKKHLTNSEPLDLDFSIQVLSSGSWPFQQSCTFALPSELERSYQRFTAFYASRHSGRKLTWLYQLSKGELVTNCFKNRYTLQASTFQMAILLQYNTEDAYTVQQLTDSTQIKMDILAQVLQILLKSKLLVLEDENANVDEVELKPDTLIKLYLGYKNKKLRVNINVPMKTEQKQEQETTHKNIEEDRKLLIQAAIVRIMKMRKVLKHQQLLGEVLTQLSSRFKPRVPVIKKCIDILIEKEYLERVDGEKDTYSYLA
Numbers without * were called inactive.

SMILES	ROC1-CUL1 inh
COC(=O)c1ccc(C2c3c(oc4ccccc4c3=O)C(=O)N2c2nc(C)c(C(=O)OC)s2)cc1 (stereo unspecified)	-2.4
O=C(COCc1cc(-c2cccs2)on1)NCc1cccc(Cl)c1	-7.4
Cc1cccc(NCC(O)Cn2c(C)c(C)c3ccccc32)c1 (stereo unspecified)	-6.3
O=C(CCc1ccccc1)Nc1cccc(O)c1	-7.3
CC1=CSC(=C2SC3=C(SCCS3)S2)S1	-1.4
Nc1c2c(nn1-c1ccccc1)-c1ccccc1CC21CCCC1	2.1
Cc1ccccc1-n1ncc(C(C)NC(=O)CN2CCCC2=O)c1C (stereo unspecified)	-0.7
Cc1nc2scc(C)n2c(=O)c1S(=O)(=O)NCc1ccccc1Cl	6.0
Cc1c(-c2ccccc2)c(=O)nc(CCN2CCOCC2)n1-c1ccccc1	7.4
COc1cc(C=C2C(=O)N(c3ccccc3)C(=S)N(c3ccccc3)C2=O)ccc1OCc1ccccc1Cl	1.9
CC12CCC(C(=O)Nc3nc4c(s3)CCCC4)(CC1=O)C2(C)C (stereo unspecified)	6.1
Cc1ccccc1C(=O)Nc1ccc(C(=O)OCc2cc(=O)n3nc(C4CC4)sc3n2)cc1	-7.0
CCc1ccc(C(=O)NC(Cc2c[nH]c3ccccc23)C(=O)OCC(=O)c2ccc(Br)cc2)cc1 (stereo unspecified)	5.6
CC(=O)c1cccc(NC(=O)Cn2c(=O)oc3cc(S(=O)(=O)NCc4ccccc4)ccc32)c1	11.5
CC(=O)c1cc(C(=O)N(C)C2CCCN(CCc3ccccc3)C2)cs1 (stereo unspecified)	-4.1
COc1cc(C2C(C(=O)Nc3ccccc3)C(C)=Nc3nnnn32)cc(OC)c1OC (stereo unspecified)	0.5
CCN(C(=O)C1CCN(C(=O)c2ccccc2F)CC1)c1ccccc1C	6.3
Cc1nn(C(=O)c2ccccc2)c(C)c1Sc1ccc(Cl)cc1	0.5
COCCNC(=O)c1cccc(OC2CCN(C3CCSC3)CC2)c1 (stereo unspecified)	-7.1
Cc1nn(CC(=O)Nc2cc(Oc3ccc(O)cc3)cc([N+](=O)[O-])c2)c(C)c1[N+](=O)[O-]	0.1
CC(C)(C)OC(=O)NC(Cc1c[nH]c2ccccc12)C(=O)NCc1ccccc1 (stereo unspecified)	8.6
CCn1c(C)cn2c3c(=O)[nH]c(=O)n(C)c3nc12	-1.1
CCOc1ccc(C(=O)/C=C/C2=C(c3ccccc3)Oc3ccccc3C2c2ccccc2)cc1 (stereo unspecified)	-4.2
Nc1nc(Sc2ccc(C(F)(F)F)cn2)n[nH]1	3.2
Cc1cc2c(c(=O)o1)C(c1ccc3ccccc3c1)C(C#N)C(=N)O2 (stereo unspecified)	3.5
COc1ccccc1CNCc1ccc(C)cc1	5.4
CC1CCN(S(=O)(=O)c2ccc3c(c2)N(CC(=O)NC(C)c2ccccc2)C(=O)CS3)CC1 (stereo unspecified)	-7.0
O=C(COc1ccccc1)N(Cc1cccnc1)c1nc2c(F)cccc2s1	-6.8
CCc1ccc(NS(=O)(=O)c2cc(Br)cc3c2N(C(C)=O)CC3)cc1	4.7
Cc1ccc(Cl)cc1N1CCN(C(=O)CN2C(=O)CSc3c2c(C)nn3-c2ccccc2)CC1	1.2
Cc1cccc(CN2CCN(c3nc4c([nH]3)c(=O)n(C)c(=O)n4C)CC2)c1	9.5
CCc1nn(CC(=O)NCCc2ccc(OC)cc2OC)c(=O)c2cc3sccc3n12	-1.5
Cn1cc(Cl)c(C(=O)N/N=C/c2ccc(OCC(=O)N3CCOCC3)cc2)n1	0.3
CCc1cccc(CC)c1N(Cc1ccco1)C(=O)CC1CCCCC1	-7.4
COc1ccc(CNC(=O)CCc2c(C)nn(-c3ccc(N4CCOCC4)nn3)c2C)cc1	-2.2
CCOC(=O)c1sc2cc([N+](=O)[O-])ccc2c1Cl	5.2
CCC(C)(C)C(=O)Nc1ccccc1Cl	16.1
O=C(O)c1ccc(N2N=C(c3ccccc3)/C(=C/c3ccco3)C2=O)cc1	33.1*
Cc1nnc2ccc(Oc3ccc(-c4ccccc4)cc3)nn12	-3.9
Cc1cc(Cl)ccc1NC(=O)CCCn1nc(C)c2c(C)n(-c3ccccc3)nc2c1=O	-9.3

At a glance, seven of the compounds above:
SMILES	ROC1-CUL1 inh
CC(C)(C)OC(=O)NC(Cc1c[nH]c2ccccc12)C(=O)NCc1ccccc1 (stereo unspecified)	8.6
CCn1c(C)cn2c3c(=O)[nH]c(=O)n(C)c3nc12	-1.1
CCOc1ccc(C(=O)/C=C/C2=C(c3ccccc3)Oc3ccccc3C2c2ccccc2)cc1 (stereo unspecified)	-4.2
Nc1nc(Sc2ccc(C(F)(F)F)cn2)n[nH]1	3.2
Cc1cc2c(c(=O)o1)C(c1ccc3ccccc3c1)C(C#N)C(=N)O2 (stereo unspecified)	3.5
COc1ccccc1CNCc1ccc(C)cc1	5.4
CC1CCN(S(=O)(=O)c2ccc3c(c2)N(CC(=O)NC(C)c2ccccc2)C(=O)CS3)CC1 (stereo unspecified)	-7.0

(further entries)
SMILES	ROC1-CUL1 inh
CCc1ccc(CNc2ncnc3onc(-c4ccc(Cl)cc4)c23)cc1	-1.5
O=C1N=c2ccc(Br)cc2=C1c1sc(Nc2cccc3ccccc23)nc1O	1.1
CC1(C)CC(N=C2C(=O)c3ccccc3C(=O)C2Cl)CC(C)(C)N1 (stereo unspecified)	-6.5
CCOC(=O)c1ccc(-c2ccc(/C=C(\C#N)C(=O)Nc3ccc(Oc4ccccc4)cc3)o2)cc1	-1.2
Brc1ccc(-c2nn3c(COc4ccccc4)nnc3s2)cc1	-3.5
COc1ccccc1-c1n[nH]c2c1CN(C(=O)c1ccccc1-n1cccn1)CC2	5.2
CCn1c(CNc2cccc(C(F)(F)F)c2)nnc1SCC(=O)OC(C)C	2.9
CCOC(=O)c1nc(Cl)c(N)c(Cl)c1Cl	-1.4
Cc1c(C(C)(C)C)c(C=S)n2ccccc12	10.0
Cc1ccc(-c2nc(NC(=O)Nc3ccc(Cl)cc3)sc2C)cc1	-0.6
COc1ccc(NC(=O)c2sc3nc(C(F)(F)F)cc(C)c3c2N)cc1OC	3.7
CC(=O)Nc1nc2c(s1)CC(C(C)(C)C)CC2 (stereo unspecified)	9.3
COc1ccc(SCCO)cc1	-10.7
CCOC(=O)c1cnc(SCc2cccc(C)c2)nc1N	-7.6
CCCCCCNC(=O)NC1c2ccccc2CSc2ccccc21 (stereo unspecified)	7.8
CCOC(=O)C1CCCN(C(=O)Cn2nc(C)n3c(cc4c(OC)cccc43)c2=O)C1 (stereo unspecified)	-3.1
CCc1ccc(-c2csc(NC(=O)CSc3ccccc3)c2C(=O)OC)cc1	4.4
Clc1ccccc1CSc1nnc2c(n1)OC(c1ccccn1)Nc1ccccc1-2 (stereo unspecified)	3.7
Cc1cc(/C=C2\C(=N)N3N=C(C45CC6CC(CC(C6)C4)C5)SC3=NC2=O)c(C)n1-c1ccccc1	6.2
Cc1cccc(CSc2ncc(Cl)c(C(=O)Nc3sc4c(c3C#N)CCCC4)n2)c1	19.6
S=c1[nH]nc(-c2ccccc2)n1/N=C/c1ccc(-c2ccc(Cl)cc2)o1	2.3
CCC1CN(CCNC(=O)CC(C)C)Cc2cc(OC)ccc2O1 (stereo unspecified)	2.6
Oc1ccccc1/C=N/Nc1nc(-c2ccc(Br)cc2)cs1	3.2
CC1C(=O)Nc2ccc(S(=O)(=O)NCc3ccc(N(C)C)cc3)cc2NC1=O (stereo unspecified)	0.1
Oc1ccc(Br)cc1/C=C/c1ccc2cccc(O)c2n1	-1.3
O=c1c2ccccc2nc(COc2ccccc2)n1/N=C/c1c[nH]c2ccccc12	-4.7
COC(=O)c1c(NC(=O)c2nc(SCc3ccc(C)cc3)ncc2Cl)sc2c1CCCC2	6.5
O=C(CSc1nnc2scc(-c3ccccc3)n12)Nc1ccc(Cl)cc1	-3.2
CC1CCC2C(=O)N(c3ccccc3OC(=O)c3ccc(Cl)cc3)C(=O)C2C1 (stereo unspecified)	4.6
O=C(Nc1nnc(-c2ccccc2)s1)c1cc([N+](=O)[O-])cc([N+](=O)[O-])c1	-0.7
CCC(C)NC(=O)CN1C(=O)COc2ccc(C)cc21 (stereo unspecified)	-1.2
CCCCSc1nc2sc3c(c2c(=O)n1Cc1ccccc1)CCCC3	-8.4
c1ccc(-c2nc3ccccc3c3nncn23)cc1	10.8
COc1ccc(C2C3C(=O)CC(c4cccc(F)c4)CC3=Nc3ccccc3N2C(=O)c2ccc(Cl)c(Cl)c2)cc1 (stereo unspecified)	-4.3
CCOC(=O)c1ccc(COC(=O)c2cc3ccccc3cc2O)cc1	2.1
O=C(Nc1ccc2c(c1)OCO2)c1ccc(Br)cc1Br	5.3
Cc1nc(N2CCOCC2)nc(Cl)c1[N+](=O)[O-]	0.0
CCC1CCc2nc3sc(C(=O)NCCc4ccccc4)c(N)c3cc2C1 (stereo unspecified)	-1.3
Cc1nc2ccccc2n1/N=C/c1ccccc1	3.5
COc1cc(NC(=O)Cc2noc3ccccc23)cc(OC)c1OC	-1.2

Shown as a hit in ROC1-CUL1 inh (from the list above):
SMILES	ROC1-CUL1 inh
O=C(O)c1ccc(N2N=C(c3ccccc3)/C(=C/c3ccco3)C2=O)cc1	33.1*

The list continues:
SMILES	ROC1-CUL1 inh
COC(=O)c1c(-c2cccs2)csc1NC(=O)c1ccc(Br)cc1	-0.4
Cc1nn(C)c(C)c1N=Nc1nc[nH]c1C(N)=O	0.6
COc1ccc(Cl)cc1NC(=O)c1ccc(OC)c([N+](=O)[O-])c1	-9.0
O=C(CSc1nnc(CNC(=O)c2c(F)cccc2Cl)o1)Nc1cccc(F)c1	11.7
COc1ccc(OC)c(Nc2nc(-c3ccc(C)cc3)nc3ccccc23)c1	-3.5
CCn1c(O)c(C=C2C(C)=Nc3ccccc32)c(=O)[nH]c1=S	-2.5
CCN(CC)CC(O)COc1cc(CN(C)Cc2ncc(C)[nH]2)ccc1OC (stereo unspecified)	2.2
COC(=O)c1c(N)n(-c2cc(Cl)cc(Cl)c2)c2nc3ccccc3nc12	7.7
Cc1cc(C)n2cc(COc3ccc4ccccc4c3)nc2n1	6.0
O=C(c1ccco1)N(Cc1cccnc1)c1nc2ccc(F)cc2s1	1.4
CCOC(=O)C1(C#N)C(c2ccccc2)C(OC)(OC)C1(OC)OC (stereo unspecified)	1.4
COc1ccc2c(c1)sc1nc(=O)n(-c3cccc(Cl)c3)c(=O)n12	-2.4
Cc1ccc(NC(=O)c2oc3ccccc3c2NC(=O)Cc2cccs2)cc1	-11.3
COc1ccccc1-c1cc2nc(C)c(CCC(=O)NC3CCCCC3)c(C)n2n1	-10.5
COCCCNC(=O)Cn1c(=O)n(-c2ccc(C)cc2)c(=O)c2c1c1cc(C)ccc1n2C	1.9
CCN1CCC(NC(=O)c2c(-c3ccccc3)noc2C)CC1	5.7
Cc1cc(/C=C2\SC(=O)N(Cc3ccc(F)cc3)C2=O)c(C)n1-c1ccc(F)cc1	-9.1
CN(C)C(=O)OCn1cc[n+](C)c1	-6.2
CN(Cc1c(C(=O)N2CCc3ccccc3C2)nc2ccc(Cl)cn12)C1CCOCC1	3.2
O=C(CCC(=O)N/N=C/c1cc(Cl)cc(Cl)c1O)NCc1ccccc1	-3.3

Four compounds out of the list, arranged by molar mass, largest number first.
SMILES	ROC1-CUL1 inh
O=C(CSc1nnc(CNC(=O)c2c(F)cccc2Cl)o1)Nc1cccc(F)c1	11.7
COc1ccccc1-c1cc2nc(C)c(CCC(=O)NC3CCCCC3)c(C)n2n1	-10.5
CCN(CC)CC(O)COc1cc(CN(C)Cc2ncc(C)[nH]2)ccc1OC (stereo unspecified)	2.2
COC(=O)c1c(N)n(-c2cc(Cl)cc(Cl)c2)c2nc3ccccc3nc12	7.7

The listing continues:
SMILES	ROC1-CUL1 inh
COc1ccccc1C(=O)Nc1ccc2nc(SCCOc3ccccc3C)sc2c1	-6.2
COc1ccccc1NC(=O)CSc1nnc(-c2cccc(Cl)c2)o1	2.0
Cc1nn(C(=O)c2ccc(NC(=O)C3CC3)cc2)c(C)c1C	11.4
CC1C(=NC(=O)c2cc(-c3cccc(O)c3)on2)C(=O)N(c2ccccc2)N1C (stereo unspecified)	-4.7
COc1cccc(C(=O)N2CCc3c(cnc(C)c3CNC(=O)Cc3ccsc3)C2)c1OC	-13.3
Cc1nc(CCNC(=O)c2oc(COc3ccccc3)cc2C)cc(=O)[nH]1	6.9
Cc1ccccc1NC(=O)Nc1ccc2nc(N3CCN(C)CC3)cc(C)c2c1	1.1
CCOc1ccc(-n2c(SCC(=O)N3CCCC3)nnc2-c2ccncc2)cc1	-4.5
CS(=O)(=O)N1CCN(c2ccc(NC(=O)c3cccc4ccccc34)cc2)CC1	5.4
O=C(Nc1ccc(Oc2ccccc2F)cc1)C1CCN(C(=O)C2CCCO2)CC1 (stereo unspecified)	6.7
CN(C)CCCN1Cc2ccccc2Sc2ccccc21	-4.1
Nc1ccccc1C(=O)NCCCN1CCN(c2cccc(Cl)c2)CC1	4.2
CC(C)C[C@H](NC(=O)C1(N2C[C@@H](C)O[C@@H](C)C2)Cc2ccccc2C1)C(N)=O	7.0
COc1ccc(NC(=O)Cn2c(=O)oc3cc(S(=O)(=O)NCc4ccccc4)ccc32)c(OC)c1	6.8
CCOc1ccc(N2C(=O)c3cc(I)ccc3NC2c2ccc(OC)c(OC)c2OC)cc1 (stereo unspecified)	-3.7
CSc1nc(-c2ccc(C)cc2)[nH]c1S(=O)(=O)c1ccccc1	-1.8
Cc1ccc(C(=O)COC(=O)c2ccc3c(c2)C(=O)N(C2CCCCC2)C3=O)cc1	-5.2
CC(C)=C1CC[C@]2(C1)C(=O)CCC1=C2CCCC1=O	0.6
CC(C)(C)c1ccc(C(=O)NNC(=O)c2ccc(Cl)c(Cl)c2)cc1	6.0
Cc1c(C#N)c2ccccc2n1CC(=O)Nc1ccc(Br)cc1	-2.7
COc1ccc(OC2CCN(C(C)=O)CC2)c(C(=O)NCCSC)c1	-4.4
CCCc1cc(=O)oc2c3c(ccc12)OCN(Cc1ccc(OC)cc1)C3	-2.2
OCCN1CCN(c2ncnc3scc(-c4ccccc4)c23)CC1	-9.1
COc1ccc(C2CC(=O)c3cn4nc(C)nc4nc3C2)cc1OC (stereo unspecified)	7.6
Fc1ccc(CCNC(=S)NC2CCCC2)cc1	-6.4
O=C1CSC(=O)N1CNc1cccc(F)c1	-2.7
COc1cc(C2C(C(=O)c3cc4ccccc4o3)C(=O)C(=O)N2c2nc(C)c(C(C)=O)s2)cc(OC)c1OC (stereo unspecified)	-0.8
Cc1ccc(N=Cc2cc3c(cc2[N+](=O)[O-])OCO3)cc1[N+](=O)[O-]	-1.8

This is a subset (hit frequency here may not be typical).
